Compound activity (PubChem BioAssay)
AddAB inh – less growth of phage-infected E. coli with AddAB | inhibition, % at 11.9 µM | 330,000 compounds, 0.29% hits | E. coli expressing H. pylori AddAB, absorbance growth | AID 435030; in the data active means inhibition above about 12%;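 further: 0% = vehicle wells of infected cells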
PfHsp90 yeast 2 – reduces growth (ATP signal) of yeast expressing P. falciparum Hsp90. 310,000 compounds, 0.32% hits. S. cerevisiae expressing PfHsp90, BacTiter-Glo ATP, 48 h; yeast lacking PDR1 and PDR3 efflux regulators. AID 504621. inhibition, % at 9.4 µM;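 active means every replicate shows inhibition above about 80%, whatever the replicate mean, limit read from the data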;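 further: 0% = DMSO neutral controls and 100% = 20 µM radicicol positive controls; yeast relying on Plasmodium falciparum Hsp90 in place of its own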
MOR-DOR ag – OPRM1-OPRD1 heterodimerization agonism; cells, luminescence; 340,000 compounds, 0.3% hits; activation, % at 9.3 µM; P35372+P41143; AID 504326; in the data active means activation above about 18%;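 further: 0% = vehicle-treated cells and 100% = reference agonist; values of inactives mirror those of a sister screen read the other way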
MOR-DOR inv ag – mu-delta opioid heterodimer inverse agonism; inhibition, % at 9.3 µM; 340,000 compounds, 0.21% hits; cell-based MOR-DOR heterodimer luminescence; AID 504357; P35372+P41143; in the data active means inhibition above about 22%, passing the limit was not always enough;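 further: 0% = cells with DMSO and 100% = wells without cells with DMSO; values of inactives mirror those of a sister screen read the other way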
Tat transport – E. coli Tat transport inhibition; inhibition, % at 10 µM; E. coli MC4100 TorA-mCherry Tat export, fluorescence; 340,000 compounds, 0.036% hits;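 active means mean replicate inhibition at least 50% and at least half of replicates individually reaching 50%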;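 further: exported cargo escapes ClpAP degradation while cytoplasmic cargo is degraded and loses fluorescence; 0% = median of neutral control wells and 100% = median of NaSCN control wells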
PKA-R2B activ – PKA-R2B complex activation; P22694+P31323; PKA-R2B holoenzyme dissociation, Cy5-IP20 fluorescence polarization; R2B truncated from residue 108, S112A mutant; 0% DMSO only, 100% 113 µM cGMP; activation, % at 11.4 µM; 340,000 compounds, 0.079% hits; AID 504700;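 active means activation above a cutoff set at the mean over all compounds plus 3 SD, cut at about 18% in these data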;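 further: higher means more holoenzyme dissociation and a rise in polarization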
Target sequence (P31323 whole entry, looked up, other chains not shown, the tested form may be a part): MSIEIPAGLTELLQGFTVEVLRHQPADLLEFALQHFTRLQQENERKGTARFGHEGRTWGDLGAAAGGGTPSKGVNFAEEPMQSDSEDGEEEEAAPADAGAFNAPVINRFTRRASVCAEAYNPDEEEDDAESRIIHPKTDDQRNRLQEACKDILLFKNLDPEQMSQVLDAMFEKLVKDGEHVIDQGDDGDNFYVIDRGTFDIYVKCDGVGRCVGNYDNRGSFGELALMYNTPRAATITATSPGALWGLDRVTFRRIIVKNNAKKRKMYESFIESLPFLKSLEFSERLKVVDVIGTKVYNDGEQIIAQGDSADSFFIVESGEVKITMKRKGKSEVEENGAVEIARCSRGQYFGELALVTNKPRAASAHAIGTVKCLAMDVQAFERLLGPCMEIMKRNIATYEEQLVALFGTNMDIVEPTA
Mot1-301 SUMO – blocks SUMOylation pathway, rescuing yeast Mot1-301 growth; S. cerevisiae Mot1-301 growth rescue, ATP luminescence, 38.5C; percent above DMSO median, 100 means doubled; growth rescue, % at 18.8 µM; 320,000 compounds, 1% hits; AID 2716;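 active means every valid replicate shows activation above 250% relative to neutral control wells; inactive means the rest, any valid replicate at or below 250%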;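 further: OY570 slx delta 5 strain wells were the positive control but not used for scaling; some compounds called inactive have numbers as strong as hits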
PKA-R1A activ – PKA-R1A complex activation | P00514+P68181 | PKA-R1A dissociation, Cy5-IP20 fluorescence polarization; scaled: DMSO 0%, 113 µM cGMP 100% | activation, % at 11.4 µM | 340,000 compounds, 0.083% hits;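 active means percent activation above the mean of all tested compounds plus 3 SD, cut at about 19% in these data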;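 further: higher means more PKAc released from R1A so a rise in polarization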
E coli growth – reduces bacterial viability in AddAB counter-screen; inhibition, % at 11.9 µM; E. coli V3065 growth, OD600 absorbance, 18 h; 330,000 compounds, 0.27% hits;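 active means inhibition above the campaign's mean inhibition across all tested compounds plus 3 SD, cut at about 9.9% in these data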;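 further: uninfected addAB+ strain grown without phage in ampicillin broth; 0% = DMSO wells and 100% = ciprofloxacin 0.95 µg/ml wells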
phage Ecoli inh – E. coli growth loss with phage present. 360,000 compounds, 0.26% hits. inhibition, % at 11.9 µM. growth absorbance; in the data active means inhibition above about 11%
HTR5A inv ctr – HTR5A inverse agonism, opioid heterodimer counter-screen. P47898. HTR5A cell line, luminescence. AID 504634. inhibition, % at 9.3 µM. 340,000 compounds, 0.083% hits; in the data active means inhibition mostly above about 23%, no sharp cut-off; inactive means mostly below about 18%;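 further: 0% = cells with DMSO and 100% = no-cell wells with DMSO; some compounds called inactive have numbers as strong as hits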
Target sequence (P47898 whole entry, looked up): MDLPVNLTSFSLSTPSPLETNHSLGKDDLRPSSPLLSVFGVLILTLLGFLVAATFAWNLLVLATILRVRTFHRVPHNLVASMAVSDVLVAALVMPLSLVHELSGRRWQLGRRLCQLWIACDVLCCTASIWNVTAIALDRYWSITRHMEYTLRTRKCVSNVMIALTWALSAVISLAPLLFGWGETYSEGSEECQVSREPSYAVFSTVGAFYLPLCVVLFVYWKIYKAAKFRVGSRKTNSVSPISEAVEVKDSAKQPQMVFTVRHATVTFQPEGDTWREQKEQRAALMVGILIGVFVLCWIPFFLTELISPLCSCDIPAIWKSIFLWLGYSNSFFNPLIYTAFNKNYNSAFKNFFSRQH
An asterisk follows results filed as active; nt = no result given.

Abbreviations – A = AddAB inh; B = PfHsp90 yeast 2; C = MOR-DOR ag; D = MOR-DOR inv ag; E = Tat transport; F = PKA-R2B activ; G = Mot1-301 SUMO; H = PKA-R1A activ; I = E coli growth; J = phage Ecoli inh; K = HTR5A inv ctr
molecule: O=C(Nc1ccccc1C(=O)O)c1ccc(CN2C(=O)c3ccccc3C2=O)cc1
  A: 1.6 | B: -14 | C: -3.1 | D: 14 | E: -5 | F: 7 | G: 7 | H: -2 | I: 1.6 | J: 0.2 | K: -1
molecule: CC(=O)N1CCC(N(C(=O)Nc2ccc(C)c(C)c2)C2CCCC2)CC1
  A: 3.5 | B: 18 | C: -2.3 | D: 13 | E: 0 | F: -17 | G: 263 | H: -7 | I: 3.2 | J: 1.8 | K: -2
molecule: CC1CCCC(NC(=O)COC(=O)Cc2c[nH]c3ccccc23)C1C (stereo not drawn)
  A: -1.4 | B: -2 | C: -1.6 | D: 8 | E: 4 | F: -5 | G: 18 | H: -5 | I: -0.2 | J: 1.8 | K: -6
molecule: N#Cc1ccc(C(=O)Nc2ccn(-c3ccccc3)n2)cc1
  A: 0.3 | B: -17 | C: -1.5 | D: 7 | E: -6 | F: 3 | G: 3 | H: 4 | I: -0.7 | J: 5.4 | K: 17
molecule: COC(=O)C1CCN(C(=O)/C=C/c2ccccc2)CC1
  A: 3.5 | B: -3 | C: -1.7 | D: 8 | E: -3 | F: -8 | G: -5 | H: 4 | I: 1.0 | J: 2.9 | K: 22
molecule: CC(=O)c1cc(C#N)c(NCCCN(C)C)nc1C
  A: 2.5 | B: -14 | C: -2.8 | D: 14 | E: 4 | F: 4 | G: 17 | H: -12 | I: 2.3 | J: 3.1 | K: -12
molecule: Cc1ccccc1/C=N/Nc1ccnc2cc(Cl)ccc12
  A: 1.0 | B: -13 | C: 21* | D: -129 | E: 1 | F: 5 | G: -60 | H: 12 | I: 2.6 | J: 6.0 | K: -14
molecule: Cc1ccc(NC2CCCN(C(=O)c3ccoc3)C2)cc1C (stereo not drawn)
  A: 4.9 | B: -8 | C: -0.7 | D: 3 | E: -1 | F: 11 | G: nt | H: -4 | I: 3.8 | J: 1.6 | K: -13
molecule: CC(CC(=O)Nc1cccc(F)c1)S(=O)(=O)c1ccc2c(c1)NC(=O)CO2 (stereo not drawn)
  A: 2.5 | B: 9 | C: -2.3 | D: 12 | E: -10 | F: -2 | G: 8 | H: -12 | I: -0.7 | J: 3.2 | K: -20
molecule: NC(=O)c1nn(CC(=O)Nc2cccc(S(=O)(=O)N3CCCCCC3)c2)c(=O)c2ccccc12
  A: 2.0 | B: -20 | C: -3.8 | D: 14 | E: -5 | F: -7 | G: -8 | H: 3 | I: 0.7 | J: 4.8 | K: 12
molecule: COc1cccc(NC(=O)C(Sc2nnnn2C)c2ccccc2)c1 (stereo not drawn)
  A: -2.6 | B: -9 | C: -2.5 | D: 12 | E: 2 | F: 4 | G: 0 | H: -7 | I: 2.4 | J: 1.5 | K: 25
molecule: CSc1sc(C(=O)NCC2CC2)c2c1S(=O)(=O)N(C)c1ccccc1-2
  A: -0.5 | B: 8 | C: -0.8 | D: 4 | E: 4 | F: -6 | G: 14 | H: -15 | I: -1.7 | J: 2.2 | K: 1
molecule: CCCCOC(=O)n1c(SCC(=O)N(C)C)nc2ccccc21
  A: -1.6 | B: -7 | C: 0.0 | D: 0 | E: -1 | F: -4 | G: 7 | H: -6 | I: -1.2 | J: 2.5 | K: 21
molecule: O=C(NC1CCCN(Cc2ccc(Cl)cc2)C1)c1ccccc1C(F)(F)F (stereo not drawn)
  A: -2.2 | B: -21 | C: 0.7 | D: -4 | E: 3 | F: -1 | G: -40 | H: 2 | I: -1.6 | J: 1.8 | K: 7
molecule: Cc1cccc2sc(N(CCCN(C)C)C(=O)c3nc4ccccc4s3)nc12
  A: 0.0 | B: 15 | C: 1.5 | D: -8 | E: 13 | F: -6 | G: -10 | H: -4 | I: 2.1 | J: 5.3 | K: -27
molecule: CC(=O)c1ccc(NC(=O)CCS(=O)(=O)c2ccc3c(c2)n(C)c(=O)c(=O)n3C)cc1
  A: 6.8 | B: -14 | C: -2.0 | D: 10 | E: -5 | F: 0 | G: 13 | H: 3 | I: -1.2 | J: nt | K: -5
molecule: CC1CCc2nc3ccc(S(=O)(=O)N4CCC(C(=O)NC5CCCC5)CC4)cc3c(C(=O)O)c2C1 (stereo not drawn)
  A: nt | B: -15 | C: -1.2 | D: 6 | E: -1 | F: -5 | G: nt | H: -8 | I: nt | J: 2.2 | K: -16
molecule: CCN1C(=O)[C@H]2[C@H]3CN=C(SC)N3[C@@](C)(C(=O)OC)[C@H]2C1=O
  A: nt | B: -6 | C: -3.0 | D: 14 | E: 2 | F: 0 | G: nt | H: 11 | I: nt | J: 3.7 | K: 4
molecule: Cc1ccc2cc(CN(CC3CCCO3)C(=O)Nc3ccccc3F)c3nnnn3c2c1 (stereo not drawn)
  A: 0.9 | B: 6 | C: -0.9 | D: 5 | E: -1 | F: 3 | G: 12 | H: -16 | I: -0.3 | J: 3.2 | K: 4
molecule: O=C(O)c1ccccc1C(=O)N1CCN(C(=O)c2ccccc2Cl)CC1
  A: -1.8 | B: -28 | C: -1.9 | D: 10 | E: -3 | F: -3 | G: 1 | H: -4 | I: -3.1 | J: 4.6 | K: 2

Gathered by group, those above containing a halogen
Abbreviations – A = AddAB inh; B = PfHsp90 yeast 2; C = MOR-DOR ag; D = MOR-DOR inv ag; E = Tat transport; F = PKA-R2B activ; G = Mot1-301 SUMO; H = PKA-R1A activ; I = E coli growth; J = phage Ecoli inh; K = HTR5A inv ctr
molecule: Cc1ccccc1/C=N/Nc1ccnc2cc(Cl)ccc12
  A: 1.0 | B: -13 | C: 21* | D: -129 | E: 1 | F: 5 | G: -60 | H: 12 | I: 2.6 | J: 6.0 | K: -14
molecule: CC(CC(=O)Nc1cccc(F)c1)S(=O)(=O)c1ccc2c(c1)NC(=O)CO2 (stereo not drawn)
  A: 2.5 | B: 9 | C: -2.3 | D: 12 | E: -10 | F: -2 | G: 8 | H: -12 | I: -0.7 | J: 3.2 | K: -20
molecule: O=C(NC1CCCN(Cc2ccc(Cl)cc2)C1)c1ccccc1C(F)(F)F (stereo not drawn)
  A: -2.2 | B: -21 | C: 0.7 | D: -4 | E: 3 | F: -1 | G: -40 | H: 2 | I: -1.6 | J: 1.8 | K: 7
molecule: Cc1ccc2cc(CN(CC3CCCO3)C(=O)Nc3ccccc3F)c3nnnn3c2c1 (stereo not drawn)
  A: 0.9 | B: 6 | C: -0.9 | D: 5 | E: -1 | F: 3 | G: 12 | H: -16 | I: -0.3 | J: 3.2 | K: 4
molecule: O=C(O)c1ccccc1C(=O)N1CCN(C(=O)c2ccccc2Cl)CC1
  A: -1.8 | B: -28 | C: -1.9 | D: 10 | E: -3 | F: -3 | G: 1 | H: -4 | I: -3.1 | J: 4.6 | K: 2
